From PubChem
WRN inhibitor: blocks human WRN helicase; Q14191; WRN helicase unwinding, fluorescent forked duplex, kinetic; Potency, µM (top dose mostly 114 µM), inactives show top-dose activity change, negative = inhibition, hits mostly inhibitors; actives 0.46% (n = 360,000); note: potency is the fitted concentration of half-maximal effect; % is set by controls: 0 for no effect and ±100 for the full control effect; nearly all actives have a fitted effect of over 55% in size
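Primary qHTS, 1536-well format. 20 nM WRN + compound, 15 min RT; start with 100 nM forked fluorophore/quencher duplex, 2 mM ATP (final); kinetic read ex 525/em 598 nm.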
PI5P4K alpha inh: blocks human PI5P4K alpha kinase activity. max response, %. actives 1.2% (n = 330,000). PI5P4Kalpha enzyme, ADP-Glo luminescence, 60 min; active compounds read low; active = max response of -50% or lower; inconclusive = between -30% and -50%; inactive = -30% or higher; note: value at the top dose of about 77 µM; % is set by controls: 0 for no effect and ±100 for the full control effect
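Enzyme plus substrate dispensed, test compounds pinned in, then ATP (5 microM final) added. After 60 min at RT, ADP-Glo reagent 1 for 45 min and reagent 2 for 30 min preceded luminescence imaging.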
EPAC2 antagonist: blocks human EPAC2 exchange factor; EPAC2 GEF exchange of Rap1B-BODIPY-GDP, fluorescence; Potency, µM (top dose mostly 114 µM), for inactives: at the top dose activity, negative = inhibition, most hits filed as inhibitors; Q8WZA2; actives 0.18% (n = 360,000); note: potency is the fitted concentration of half-maximal effect; % is set by controls: 0 for no effect and ±100 for the full control effect; nearly all actives have a fitted effect of over 45% in size; many of its hits are not listed in these tables
PLK1 PBD inh: inhibitors of human PLK1 polo-box domain binding. Plk1 PBD binding of FITC phosphopeptide, fluorescence polarization. Potency, µM, for the others: max response, negative = inhibition, usual class: inhibitors. actives 2.8% (n = 360,000). P53350; note: potency is the fitted concentration of half-maximal effect; series mostly up to about 57 µM; % is set by controls: 0 for no effect and ±100 for the full control effect; nearly all actives have a fitted effect of over 65% in size
EPAC1 ag: EPAC1 (human) agonism; EPAC1 agonist qHTS, biochemical assay; response scale: 100% = response to 6.5 mM cAMP; Potency, µM (titrated, usually from 154 µM), for inactives: at the top dose activation, most hits filed as activators; actives 0.073% (n = 360,000); O95398; note: potency is the fitted concentration of half-maximal effect; nearly all actives have a fitted effect of over 60% in size
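Multi-concentration qHTS readout: loss of Rap1B-bound BODIPY-GDP fluorescence driven by 100 nM EPAC1 with excess GDP (50 uM), monitored kinetically at room temperature; agonist response expressed relative to 6.5 mM cAMP.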
CCT modulator: modulators of cytosolic chaperonin (CCT/TRiC) activity; AID 651819; purified chaperonin ATPase assay, HTRF ADP detection, 30 min; activity change, % (no concentration beside the values), hits read low; actives 0.3% (n = 360,000); in the data active = activity change below about -30%; note: % is set by controls: 0 for no effect and ±100 for the full control effect
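First, chaperonin was dispensed at 40 nM or 20 nM final depending on batch activity. Next, compounds were pinned at 76 uM and ATP added at 10 uM. After 30 min at 37 °C, ADP detection reagents ran 30 min at ambient temperature.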
MmCpn inh: M. maripaludis TRiC chaperonin inhibition | Potency, µM (doses to about 76.9 µM), without a hit: at the highest dose activity, negative = inhibition, hits mostly inhibitors | purified Mm-Cpn ATPase, ADP Transcreener TR-FRET | actives 0.031% (n = 330,000); note: potency is the fitted concentration of half-maximal effect; % is set by controls: 0 for no effect and ±100 for the full control effect; nearly all actives have a fitted effect of over 80% in size
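Purified archaeal chaperonin (25 nM final) was preincubated with compound for 10 min at 37°C, then ATP (10 uM final) was added for 30 min at 37°C in Tris pH 7.4/KCl/MgCl2/DTT buffer. ADP was quantified by HTRF Transcreener TR-FRET.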
EPAC1 antag: blocks human EPAC1 exchange factor | Potency, µM (titrated, usually from 115 µM), inactives show top-dose activity change, negative = inhibition, most hits filed as inhibitors | actives 0.14% (n = 360,000) | O95398 | EPAC1 GEF assay, Rap1b-BODIPY-GDP exchange fluorescence;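 note: potency is the fitted concentration of half-maximal effect; plate controls were vehicle for no effect and positive control for full effect; nearly all actives have a fitted effect of over 50% in size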
An asterisk follows results filed as active; ? = inconclusive; . = not tested or not shown; [ ] = dose if it differs, or a comment. Unless noted, calls come from the whole dose curve; as a rule, active = well fitted curve in the direction sought with a large enough effect; inconclusive = small, poorly fitted or top-dose-only effect, or another doubt; inactive = no such curve, though single readings can be large; an effect the other way counts as inactive or inconclusive. These rows are one share of the data; the hit share may differ from the screen's.

SMILES | WRN inhibitor | PI5P4K alpha inh | EPAC2 antagonist | PLK1 PBD inh | EPAC1 ag | CCT modulator | MmCpn inh | EPAC1 antag
COc1ccc(C2CC3CC(c4ccccc4)N2O3)cc1 (configuration not stated) | -4%[57.1 µM] | . | -1% | -6% | 3% | -1.6 | -1% | 1%
CCCCc1nnc(SCCSc2nnc(CCCC)n2N)n1N | 7% | 0 | 9% | -3% | 5% | 0.2 | 1% | 1%
CCCc1ccc(S(=O)(=O)N2CCN(C(=O)c3cc(C)on3)CC2)cc1 | -3% | 1 | -1% | -6% | 17% | -1.4 | . | 1%
CC(/C=N/NC(=O)c1cc(-c2cccs2)[nH]n1)=C\c1ccccc1 | -3% | ? | -6% | -1% | 9% | -1.4 | ? | -3%
Cc1csc(NC(=O)Nc2ccc(Cl)cc2)n1 | -17% | -2 | -2% | ? | -1% | -0.7 | 1% | -2%
COc1ccc(CN2C(=NC(=O)COc3ccccc3)SC3CS(=O)(=O)CC32)cc1 (configuration not stated) | -6% | -2 | 10% | -4% | -8% | 1.2 | -6% | -2%
CC(C)[C@H](NC(=O)OC(C)(C)C)c1cc(C(=O)NCCO)c(N)s1 | 2% | ? | 2% | -11% | -2% | . | . | 28%
COc1ccc(Cl)cc1-c1cc(C(=O)N[C@H](C)c2ccccc2)[nH]n1 | -1% | 1 | -14% | 5% | -4% | -0.4 | . | -10%
CCOC(=O)/C(=N\Nc1cccc(Cl)c1)Sc1nnc(-c2ccc(OC)cc2)n1C | -1% | -1 | -2% | 9% | 3% | -0.7 | -10% | 9%
COc1cc(/C=C2\SC(N)=NC2=O)ccc1O | 1% | -23 | 25% | 9% | -3% | -0.7 | -8% | -9%
O=C(CCn1cnc2ccccc2c1=O)Nc1ccc(S(=O)(=O)N2CCCC2)cc1 | 2% | 0 | -1% | 0% | 15% | -8.6 | . | -12%
COCCNC(=O)c1onc(CSc2cccc(OC)c2)c1C(=O)O | -2% | -20 | -11% | -3% | -8% | -0.7 | 1% | 12%
Cc1noc(C)c1CCC(=O)Nc1c(C(C)C)cccc1C(C)C | 11% | 3 | 4% | -4% | 4% | -2.4 | 1% | 0%
O=C(NCCCc1ccccc1)c1cccc(NC(=O)C2CCCC2)c1 | -5% | 8 | ? | -7% | -4% | 0.5 | . | 14%
O=[N+]([O-])c1cccc(S(=O)(=O)NCCc2cccs2)c1 | 3%[57.1 µM] | 0 | 4% | 4% | 2% | -1.8 | 0% | -3%
O=C(NCCCCc1ccccc1)c1ccc(Br)o1 | -15% | . | -6% | -4% | 7% | -0.8 | 0% | -9%
Cc1noc(C)c1C(=O)OCC(=O)C12CC3CC(CC(C3)C1)C2 | -3% | 1 | 6% | 6% | 5% | 0.9 | 3% | 7%
COc1ccc(C2CC(c3ccc(Cl)cc3Cl)Nc3nc(N)nn32)cc1 (configuration not stated) | -1% | -8 | -21% | -9% | -6% | -0.8 | -2% | -16%
CCOC(=O)Cn1c(CN2CC(C)OC(C)C2)nc2c1c(=O)n(C)c(=O)n2C (configuration not stated) | -1% | 1 | 1% | 2% | 0% | -0.7 | 4% | 17%
COc1cc(NC(=O)c2cccs2)ccc1NC(=O)c1cc2ccccc2o1 | -6% | 0 | -2% | -4% | 12% | -2.8 | 2% | 19%
Cc1ccc(NC(=O)C2(C)CCN2CCc2ccccc2)cc1 (configuration not stated) | -6%[57.1 µM] | 7 | ? | 4% | -7% | -0.8 | . | -21%
COC(C[C@@H]1O[C@H]1[C@@H](O)COCc1ccccc1)OC | -1% | -3 | 9% | 2% | -6% | -3.2 | 0% | -2%
O=C(CN1C(=O)CCSc2ccc(S(=O)(=O)N3CCCC3)cc21)Nc1ccccc1 | 1% | 3 | 15% | -4% | -2% | 0.2 | 1% | -1%
CC(=O)O[C@]1(C(C)=O)CCC2C3CCC4=C/C(=N/OCC(=O)O)CC[C@]4(C)C3CC[C@@]21C (some centres not stated) | 4% | 2 | -6% | -2% | -9% | 1.4 | 1% | 7%
Cc1ccc(C(=O)CSc2nc(N)cc(=O)[nH]2)cc1 | -2% | . | -5% | -13% | 0% | -2.7 | 1% | 1%
O=C(Cn1cc(C(=O)C2CC2)c2ccccc21)Nc1ccc(F)cc1 | 10% | 0 | 12% | -3% | 2% | -0.2 | 1% | -16%
FC(F)(F)c1ccc(/C=N/N2CCN(Cc3ccccc3)CC2)cc1 | 4% | -2 | -3% | -8% | -1% | -4.8 | 0% | -16%
O=C(O)c1cc(C(=O)C2CCCCC2)c[nH]1 | -5% | -12 | -2% | -6% | -4% | 0.8 | 0% | 5%
COCc1nnc(NC(=O)CCC2CCCCC2)s1 | 0% | . | 5% | ? | -2% | -2.4 | -3% | 9%
CCCCN(C(=O)Cc1cccc(F)c1)c1c(N)n(CCC)c(=O)[nH]c1=O | -19% | 0 | 0% | -11% | -2% | 1.2 | 1% | -16%
O=C(CSc1nnc(CNC(=O)c2ccco2)o1)Nc1ccc(F)cc1F | 2% | 1 | 9% | -6% | -9% | -2.0 | 0% | 5%
CC(C)c1cc(Br)ccc1OCCN1C(=O)NC(C)(C)C1=O | -1% | -1 | -5% | 3% | -7% | -0.5 | 0% | -20%
CC(=O)Nc1ccc(NC(=O)C(C)OC(=O)CC2CCCC2)cc1 (configuration not stated) | 23% | 3 | -1% | -16% | -6% | -1.8 | 2% | -12%
COc1ccccc1CN(CC(=O)NCc1ccc2c(c1)OCO2)C(=O)c1csnn1 | -1% | 4 | -1% | -3% | -6% | -3.9 | 0% | 4%
Cc1nc(SCC(=O)Nc2cccc(C(=O)O)c2)n[nH]1 | 0% | -3 | 14% | -2% | -7% | -1.1 | 1% | -27%
O=C1CCCN1C(=O)CSc1ccc2ccccc2n1 | 1% | 3 | 0% | 3% | -1% | -2.8 | -5% | -16%
Clc1ccccc1/C=C/c1nc(-c2ccccn2)no1 | 1% | -9 | -6% | -3% | 2% | -21 | 1% | 3%
O=C(OCn1nnc2ccccc2c1=O)C12CC3CC(CC(O)(C3)C1)C2 | 11% | 0 | -5% | -9% | -2% | -2.9 | 1% | -12%
COc1ccc(CCN(C)C(=S)Nc2cccc(C)c2)cc1OC | -3% | -5 | 8% | -1% | -7% | -0.4 | 0% | -6%
Cc1ccc(C(=O)O)cc1NC(=O)C1=CSCCO1 | -4% | 1 | 15% | -7% | -5% | -63* | -1% | 8%
CC(C)(C)NS(=O)(=O)c1ccc2c(c1)oc(=O)c1cc(S(=O)(=O)NC(C)(C)C)ccc12 | 0% | . | 6% | -4% | -16% | -0.1 | -6% | 7%
FC(F)(F)c1cccc(N2CCN(Cc3cccnc3)CC2)c1 | 1% | 1 | 4% | -6% | 5% | -2.6 | -1% | 7%
C[C@@H](C(=O)NCc1ccccc1)[C@H]1C[C@]1(C)[C@H](NC(=O)OCc1ccccc1)c1ccccc1 | -9% | 1 | -2% | -1% | 9% | -1.6 | 3% | -17%
COc1ccccc1-c1c(C)nn2c(N)c(-c3ccc(Cl)cc3)cnc12 | -16% | 2 | 4% | -8% | 4% | 1.4 | -1% | 3%
CC1=C(C(=O)N(C)C)CC(CC(=O)NCc2cccc3ccccc23)C(=O)N1Cc1ccc(C(C)(C)C)cc1 (configuration not stated) | -9% | 12 | -20% | -1% | -1% | 1.8 | . | -7%
Cc1nn(CC(=O)NCCc2ccccc2)c(=O)c2cc3occc3n12 | 1% | 4 | 3% | -6% | 11% | -0.8 | -1% | -26%
Cc1ccc2cc(C#N)c(N3CCCN(C(=O)C4CCCO4)CC3)nc2c1 (configuration not stated) | -5% | 0 | -1% | 0% | 2% | 0.2 | -3% | 5%
CCc1ccc2[nH]c(=O)c(CN(Cc3ccccc3)Cc3nnnn3Cc3ccco3)cc2c1 | -9% | 6 | -3% | -12% | 12% | -0.8 | -21% | -30%
Cc1ccsc1C(C(=O)NC(C)(C)C)N(C(=O)c1csnn1)c1ccccc1 (configuration not stated) | -4% | -1 | -6% | -11% | 12% | -0.5 | -1% | -5%
O=c1c2c(ncn1Cc1ccccc1)nc1n2CCC1 | 0% | -2 | 14% | 1% | 16% | 0.4 | -1% | -1%
COc1ccc(S(=O)(=O)N(C)CC(=O)N2CCC(C(N)=O)CC2)cc1 | 29% | . | -2% | -7% | 10% | -1.4 | 2% | 9%
COc1ccc(CNC(=O)Nc2nc(C(N)c3ccccc3)cs2)cc1 (configuration not stated) | -10% | -3 | -4% | -3% | 0% | -2.4 | . | -26%

In a second layout: results already given.
smiles	WRN inhibitor	PI5P4K alpha inh	EPAC2 antagonist	PLK1 PBD inh	EPAC1 ag	CCT modulator	MmCpn inh	EPAC1 antag
Cc1ccc(C(=O)O)cc1NC(=O)C1=CSCCO1	-4%	1	15%	-7%	-5%	-63*	-1%	8%
CC(C)(C)NS(=O)(=O)c1ccc2c(c1)oc(=O)c1cc(S(=O)(=O)NC(C)(C)C)ccc12	0%	.	6%	-4%	-16%	-0.1	-6%	7%
FC(F)(F)c1cccc(N2CCN(Cc3cccnc3)CC2)c1	1%	1	4%	-6%	5%	-2.6	-1%	7%
C[C@@H](C(=O)NCc1ccccc1)[C@H]1C[C@]1(C)[C@H](NC(=O)OCc1ccccc1)c1ccccc1	-9%	1	-2%	-1%	9%	-1.6	3%	-17%
COc1ccccc1-c1c(C)nn2c(N)c(-c3ccc(Cl)cc3)cnc12	-16%	2	4%	-8%	4%	1.4	-1%	3%
CC1=C(C(=O)N(C)C)CC(CC(=O)NCc2cccc3ccccc23)C(=O)N1Cc1ccc(C(C)(C)C)cc1 (configuration not stated)	-9%	12	-20%	-1%	-1%	1.8	.	-7%
Cc1nn(CC(=O)NCCc2ccccc2)c(=O)c2cc3occc3n12	1%	4	3%	-6%	11%	-0.8	-1%	-26%
Cc1ccc2cc(C#N)c(N3CCCN(C(=O)C4CCCO4)CC3)nc2c1 (configuration not stated)	-5%	0	-1%	0%	2%	0.2	-3%	5%
CCc1ccc2[nH]c(=O)c(CN(Cc3ccccc3)Cc3nnnn3Cc3ccco3)cc2c1	-9%	6	-3%	-12%	12%	-0.8	-21%	-30%
Cc1ccsc1C(C(=O)NC(C)(C)C)N(C(=O)c1csnn1)c1ccccc1 (configuration not stated)	-4%	-1	-6%	-11%	12%	-0.5	-1%	-5%
O=c1c2c(ncn1Cc1ccccc1)nc1n2CCC1	0%	-2	14%	1%	16%	0.4	-1%	-1%
